Assay outcomes deposited in PubChem BioAssay by several laboratories.
CHOP inh: blocks CHOP induction under ER stress. 220,000 compounds, 3.8% hits. CHO-K1 CHOP-promoter luciferase, tunicamycin-induced, 15-18 h. inhibition, % at 10 µM;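 active = compounds that reduced the stress-induced luciferase reporter signal by more than about 70% of percent inhibition, limit read from the data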;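 note: 0% = tunicamycin plus vehicle and 100% = wells without tunicamycin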
NPY-Y1 antag: blocks the human neuropeptide Y Y1 receptor; P25929; HEK293-CNG Y1 cells, membrane potential fluorescence; NPY at EC95, then isoproterenol; inhibition, % at 3.6 µM; 200,000 compounds, 1% hits; AID 1040;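 active = inhibition above the campaign mean inhibition of all tested compounds plus 3 SD, cut at about 20% in these data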;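 note: 0% = DMSO wells given NPY plus isoproterenol and 100% = isoproterenol alone without NPY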
Target sequence (P25929 whole entry, looked up): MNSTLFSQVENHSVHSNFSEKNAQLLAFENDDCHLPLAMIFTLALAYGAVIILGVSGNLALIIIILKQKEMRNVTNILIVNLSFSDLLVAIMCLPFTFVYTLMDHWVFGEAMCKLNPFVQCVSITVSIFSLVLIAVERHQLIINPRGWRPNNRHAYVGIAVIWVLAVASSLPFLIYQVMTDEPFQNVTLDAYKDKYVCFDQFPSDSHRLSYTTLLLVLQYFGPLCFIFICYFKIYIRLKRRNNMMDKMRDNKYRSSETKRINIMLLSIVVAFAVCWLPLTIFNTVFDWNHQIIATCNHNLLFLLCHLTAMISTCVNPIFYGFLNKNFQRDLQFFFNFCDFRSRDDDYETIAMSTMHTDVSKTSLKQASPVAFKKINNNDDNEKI
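Benchmarks – high control isoproterenol alone, low control NPY with isoproterenol · Material – HEK293 Y1/CNG channel cell line · Times – dye 3 h, compound 60 min room temperature, stimulation 45 min · Probe or stimulus – NPY (25 nM), isoproterenol (1 µM), Ro 20-1724 (25 µM) · Evaluation – % inhibition of NPY effect · Signal – fluorescence, membrane potential probe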
14-3-3 Bad PPI: disrupts binding of bovine 14-3-3 zeta to phospho-Bad peptide; P63103; TR-FRET 14-3-3zeta/Dy647-pBad peptide displacement, 1 h; inhibition, % at 21.7 µM; 220,000 compounds, 0.71% hits;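 active = inhibition above about 70%, limit read from the data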;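 note: 0% = full 14-3-3 plus peptide FRET controls and 100% = background without 14-3-3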
Target sequence (P63103 whole entry, looked up): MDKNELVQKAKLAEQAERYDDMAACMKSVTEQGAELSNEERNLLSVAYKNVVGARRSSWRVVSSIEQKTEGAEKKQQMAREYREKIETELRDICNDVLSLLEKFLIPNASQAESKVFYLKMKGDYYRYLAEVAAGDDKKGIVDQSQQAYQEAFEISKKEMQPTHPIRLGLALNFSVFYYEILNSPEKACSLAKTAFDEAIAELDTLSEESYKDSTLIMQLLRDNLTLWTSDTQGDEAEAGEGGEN
EP2 mod: modulators of human EP2 prostaglandin E2 receptor; P43116; EP2-expressing cells, cAMP HTRF FRET, PGE2 co-stimulation; induction, % at 25 µM; 260,000 compounds, 0.83% hits; AID 940;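 active = compounds whose cAMP rise, as percent of the full-agonist control response, exceeds 60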;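 note: rat C6 glioma line stably carrying human EP2 under a CMV promoter; the protocol text gives 20 µM as final concentration; 100% = response of wells given 1 µM PGE2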
Target sequence (P43116 whole entry, looked up): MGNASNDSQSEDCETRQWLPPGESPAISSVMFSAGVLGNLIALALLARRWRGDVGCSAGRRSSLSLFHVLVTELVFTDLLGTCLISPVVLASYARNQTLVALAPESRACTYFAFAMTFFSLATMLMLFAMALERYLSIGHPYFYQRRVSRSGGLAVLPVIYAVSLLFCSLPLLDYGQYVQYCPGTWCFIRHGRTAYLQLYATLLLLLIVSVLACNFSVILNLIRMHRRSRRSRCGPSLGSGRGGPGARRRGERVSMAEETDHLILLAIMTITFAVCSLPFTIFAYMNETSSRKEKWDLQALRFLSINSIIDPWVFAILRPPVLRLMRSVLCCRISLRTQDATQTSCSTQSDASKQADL
TRPML3 ag: activates the human TRPML3 channel. Q8TDD5. HEK293 TRPML3-YFP, Fluo-8 calcium fluorescence; 100% = the carbachol control signal. activation, % at 3 µM. 220,000 compounds, 0.29% hits;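 active = activation above its plate's cutoff, the mean activation of the plate's test wells plus 3 SD, cut at about 12% in these data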;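 note: 0% = DMSO only wells and 100% = carbachol wells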
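Material: HEK293 cells stably carrying human TRPML3-YFP; compound dosing: single dose, 3 µM final nominal compound, 0.3% DMSO final; incubation: 1-h 37 °C dye load, 5-s basal, 120-s post-compound reads; technique: Fluo-8 intracellular calcium fluorescence, excitation 470-495 nm, emission 515-575 nm; read-out basis: percent activation from peak-to-basal fluorescence ratio, scaled between DMSO and carbachol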
PGE2 EP2 inh: blocks the human prostaglandin E2 receptor EP2 | 260,000 compounds, 0.52% hits | C6 glioma cells expressing human EP2, cAMP TR-FRET; cells stimulated with saturating PGE2 | P43116 | inhibition, % at 25 µM;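 active = percent inhibition above 40 after rounding to a whole number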;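 note: rat C6 glioma host cells with rolipram phosphodiesterase inhibitor present; the protocol text gives 20 µM as final concentration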
NPY-Y1 PAM-ag: potentiates or activates human NPY-Y1 receptor | activation, % at 3.6 µM | NPY-Y1 expressing cells, potentiator/agonist activation | 220,000 compounds, 0.37% hits | P25929; in the data active = activation above about 33%, passing the limit was not always enough;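 note: cells stimulated with NPY at EC10 then isoproterenol at EC100; 0% = low agonist plus stimulus and 100% = saturating agonist plus stimulus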
PPC-1+TRAIL kill: kills PPC-1 cancer cells in the presence of TRAIL; 220,000 compounds, 0.41% hits; PPC-1 cells + TRAIL, ATPLite viability luminescence; cell killing (% activity), % at 4 µM; AID 1443;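 active = cell killing above 50% in the first pass at 4 µM, then a duplicate retest at 5 µM averaging 50% or more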;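 note: plate controls were cells with TRAIL plus DMSO for no effect and medium-only wells lacking cells for full effect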
TRPN1 ag: activates the zebrafish TRPN1 channel | HEK293 zebrafish TRPN1-YFP, Fluo-8 calcium fluorescence; 100% = response to 87 µM carbachol | activation, % at 3 µM | 220,000 compounds, 0.18% hits | AID 1424;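 active = activation above its plate's cutoff, the mean activation of test wells on that plate plus 3 SD, cut at about 19% in these data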;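 note: 0% = DMSO alone and 100% = 87 µM carbachol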
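Control set: carbachol 87 µM as high control, DMSO as low control; system: HEK293 stable line with zebrafish TRPN1-YFP; read-out: % activation versus carbachol response; detection: intracellular calcium fluorescence with Fluo-8; doses: single test compound dose, 3 µM nominal, 0.3% DMSO; schedule: dye 1 h 37 °C plus 30 min RT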
An asterisk follows results filed as active; · = no result given; & = joins results of further samples; [ ] = dose if it differs, or a comment. These rows are one share of the data (hit frequency here may not be typical).

SMILES	CHOP inh	NPY-Y1 antag	14-3-3 Bad PPI	EP2 mod	TRPML3 ag	PGE2 EP2 inh	NPY-Y1 PAM-ag	PPC-1+TRAIL kill	TRPN1 ag
CCOc1ccc(C2c3[nH]c4ccccc4c3CCN2Cc2cccn2-c2ncccn2)cc1 (configuration not stated)	-20	·	-8	-9	0.2	15	-6	15	-0.1
CN(C)NC(=S)NC(=O)C12CC3CC(CC(C3)C1)C2	8	3	-17	28	0.1	5	12	19	-0.1
CCOC(=O)C1CCN(Cc2nc3ccccc3c(=O)n2-c2ccc(F)cc2)CC1	32	3	1[fluorescence artefact?]	7	0.0	·	-9	7	1.2
O=C(NCc1ccco1)C1CCCN1C(=O)Nc1ccccc1Cl (configuration not stated)	3	-2	-6	36	0.0	4	20	4	0.0
O=c1ccnc(SCn2nnc3ccccc3c2=O)[nH]1	13	0	70	-6	-0.4	4	6	-2	-1.1
O=c1[nH]c(SCc2ccc(F)cc2)nc2c1cnn2-c1ccc(F)cc1	·	-1	·	·	1.1	5	-20	2	3.0
Nc1ccc(Cc2ccc(N)c(O)c2)cc1O	-8	-1	47	-83	0.8	1	7	3	1.9
COc1ccc([N+](=O)[O-])cc1N(CC(=O)NC1CCCC1)S(C)(=O)=O	8	-5	12	-12	0.5	5	12	0	-0.6
Cc1nc(NC(=O)c2ccccc2)sc1-c1csc(NCc2ccco2)n1	64	7	-2	3&7	0.5	8&14	-15	12	0.1
Cc1ccc(-c2nnn(CC(=O)NCC3COCCO3)n2)o1 (configuration not stated)	4	3	-2	3&-15	0.5	8&10	2	15	1.2
CCc1nnc(NC(=O)CSc2nnc(CSc3nc(C)cc(C)n3)n2CC)s1	·	-2	·	·	-0.1	·	-1	·	1.6
Cc1cccc(C(=O)NC(=S)N2CCN(c3ccc([N+](=O)[O-])cc3)CC2)c1	49	-4	-26	-42	0.1	7	7	10	-2.4
Nc1nc(SCc2ccc(F)cc2)ns1	-8	6	-11	-29	0.3	3	-2	9	-0.1
CCCn1c(NCc2ccc(C)o2)nc2ccccc21	40	4	31	38	-0.2	5	-19	10	-1.1
O=C(c1ccccc1)c1ccc(CN2C(=O)c3ccccc3C2=O)o1	-5	1	64	-9	-1.3	4	-2	-5	-2.7
CCCn1cc(S(=O)(=O)CC(=O)N2CCc3ccccc32)c2ccccc21	-92	1	-3	-4	0.2	4	15	26	-0.1
CCCCCCN1C(=O)C(O)=C(C(C)=O)C1c1ccc(Cl)cc1 (configuration not stated)	44	2	21	36	0.3	11	1	21	0.2
Cc1cc(C)c2ccc(C)[n+]([O-])c2c1O	-22	-1	-13	8	0.1	3	8	4	0.0
NC(=O)N/N=C\c1cc(Br)ccc1O	37	0	-7[fluorescence artefact?]	-54	-0.2	4	4	7	-0.7
COc1cccc(N2C(=O)C(Cc3c[nH]c4ccccc34)NC2=S)c1 (configuration not stated)	27	5	-5[fluorescence artefact?]	5	0.3	7	-18	13	-0.4
CN(C)S(=O)(=O)c1ccc(C(=O)Oc2ccccc2)cc1	10	2	0	-16	1.6	11	0	-2	-1.1
O=C1CCN(S(=O)(=O)c2ccccc2)CCN1CCOCc1cccc(F)c1	11	·	1	4	·	9	·	-2	·
CCc1c(C)sc(NC(=O)c2ccco2)c1C(=O)N1CCCCC1	18	-1	10	30	0.5	5	15	-1	0.7
O=C(CP(=O)(CO)CO)c1ccc(Cl)cc1	-32	3	-9	41	0.9	6	6	14	0.2
COC(=O)[C@H]1C[C@@H]1[C@H](NS(=O)(=O)c1ccccc1)c1ccccc1	7	-4	0	23	-0.4	7	3	20	-2.5

Among those listed so far, 2 contain a nitro group on carbon.
SMILES	CHOP inh	NPY-Y1 antag	14-3-3 Bad PPI	EP2 mod	TRPML3 ag	PGE2 EP2 inh	NPY-Y1 PAM-ag	PPC-1+TRAIL kill	TRPN1 ag
COc1ccc([N+](=O)[O-])cc1N(CC(=O)NC1CCCC1)S(C)(=O)=O	8	-5	12	-12	0.5	5	12	0	-0.6
Cc1cccc(C(=O)NC(=S)N2CCN(c3ccc([N+](=O)[O-])cc3)CC2)c1	49	-4	-26	-42	0.1	7	7	10	-2.4

More records follow.
SMILES	CHOP inh	NPY-Y1 antag	14-3-3 Bad PPI	EP2 mod	TRPML3 ag	PGE2 EP2 inh	NPY-Y1 PAM-ag	PPC-1+TRAIL kill	TRPN1 ag
Cc1cc2cc(C(c3nnnn3C3CCCC3)N(Cc3cccnc3)Cc3ccco3)c(=O)[nH]c2cc1C (configuration not stated)	63	-1	-8	30	-0.2	1	14	21	-1.6
OC(CNCCNc1ncccc1C(F)(F)F)COc1ccc(F)cc1 (configuration not stated)	7	·	0	-38	0.9	2	86*	25	-1.3
O=C1NCCN(Cc2c(F)cccc2Cl)C1CC(=O)N1CCCO1 (configuration not stated)	14	0	-7	16	0.3	3	12	8	1.0
Cc1ncc(CO)c(/C=N/NC(=O)c2ccc(O)cc2)c1O	3	4	-2	14	0.0	6	-14	19	0.2
CC12COC3(C(=O)N4CCN(c5ccccn5)CC4)CC1CCC32C (configuration not stated)	-15	·	9	6	0.9	3	17	-11	1.2
COc1ccc(C)cc1NC(=O)CN(c1ccc(C)cc1)S(C)(=O)=O	9	9	1	-3	-0.7	8	-3	20	-1.5
CCC(C(=O)O)P(=O)(c1ccc(Cl)cc1)c1ccc(Cl)cc1 (configuration not stated)	1	-3	-10	-6	0.9	7	13	20	1.3
CC1=C(C(=O)OC2CCCCC2)C(c2cccnc2)n2ncnc2N1 (configuration not stated)	-7	-4	2	16	-0.5	5	-23	7	0.2
CCOc1ccc(CCNC(=O)c2cccc(C#N)c2)cc1OCC	-4	-2	-7	18	0.2	12	12	14	-1.1
CCN(Cc1cc(=O)[nH]c2ccccc12)C(=O)C(C)C	9	·	-4	1	0.7	4	9	23	1.3
Cc1sc2nc(SCC(=O)NCCOCCO)n(C)c(=O)c2c1C	-24	3	16	-11	1.2	17	-4	20	1.8
CCSc1nnc(NC(=O)NCC(F)(F)F)s1	-7	-5	14	22	-0.2	9	2	3	-0.4
COc1ccccc1N1CCN(C2CCN(C(=O)c3cccc(F)c3)CC2)CC1	49	7	26[fluorescence artefact?]	8	0.1	6	1	33	-0.7
Cc1ccc(C(=O)Nc2cccnc2)cc1[N+](=O)[O-]	1	-2	-4	-1	0.6	3	0	12	2.3
COC(=O)CCCC[C@H]1SC[C@H]2NC(=O)N[C@]21O	9	2	6[fluorescence artefact?]	23	-0.1	6	-3	21	0.9
O=P(COCCOCCOCP(=O)(c1ccccc1)c1ccccc1)(c1ccccc1)c1ccccc1	-11	-2	-5	21	0.3	5	6	-9	-2.1
O=C(Nc1cccnc1)c1cnn2cccnc12	-31	-4	7	19	0.5	9	10	-1	0.3
COc1ccccc1C(C)NC(=O)c1ccc(C)o1 (configuration not stated)	-19	1	-12	-19	-0.3	11	-1	6	-1.7
N/N=C(\Cc1cscn1)c1ccc(O)cc1O	4	·	-5	-1	-0.1	11	-5	-9	-0.9
CC(C)=C1C2CC2C2C(C(=O)O)C12 (configuration not stated)	-1	8	2	12	0.6	6	-8	10	0.2
Cc1nn(Cc2ccc([N+](=O)[O-])cc2)c(=O)n1-c1cccc(Cl)c1	15	-3	0	-4	0.0	9	-3	5	0.6
CC(CCc1ccco1)NC(=O)Cn1ncc2c(=O)oc3ccccc3c21 (configuration not stated)	0	5	13	10	0.1	14	3	9	-0.8
O=C1CC(N(CCc2ccccc2)C(=S)Nc2ccccc2)C(=O)N1c1ccc(F)cc1 (configuration not stated)	-3	·	-4	-25	0.5	14	42	27	2.6
Cc1csc2c(N3CCN(C(=S)Nc4ccc(F)cc4F)CC3)ncnc12	39	·	-2	-55	4.8	12	-17	-7	12
CCN(Cc1ccncc1)Cc1nc(-c2ccc(C(=O)OC)cc2)no1	3	1	-6	-21	2.0	8	2	6	4.6

4 entries picked at random from those above:
SMILES	CHOP inh	NPY-Y1 antag	14-3-3 Bad PPI	EP2 mod	TRPML3 ag	PGE2 EP2 inh	NPY-Y1 PAM-ag	PPC-1+TRAIL kill	TRPN1 ag
COc1ccc(C)cc1NC(=O)CN(c1ccc(C)cc1)S(C)(=O)=O	9	9	1	-3	-0.7	8	-3	20	-1.5
COc1ccccc1N1CCN(C2CCN(C(=O)c3cccc(F)c3)CC2)CC1	49	7	26[fluorescence artefact?]	8	0.1	6	1	33	-0.7
Cc1sc2nc(SCC(=O)NCCOCCO)n(C)c(=O)c2c1C	-24	3	16	-11	1.2	17	-4	20	1.8
CCSc1nnc(NC(=O)NCC(F)(F)F)s1	-7	-5	14	22	-0.2	9	2	3	-0.4

Further records follow.
SMILES	CHOP inh	NPY-Y1 antag	14-3-3 Bad PPI	EP2 mod	TRPML3 ag	PGE2 EP2 inh	NPY-Y1 PAM-ag	PPC-1+TRAIL kill	TRPN1 ag
CCCN1C(=O)c2cc(C(=O)NCc3cccs3)ccc2C1O (configuration not stated)	19	-3	-9	-5	0.8	16	-11	6	0.5
Cc1cccc(C)c1NC(=O)COc1ccc2c(C)c(Cc3ccccc3)c(=O)oc2c1C	96*	-2	31[fluorescence artefact?]	12	0.4	10	-6	0	-0.8
CNC(=S)NNC(=O)c1cccs1	-1	·	-4	15	0.9	13	11	-4	-0.2
CCOC(=O)C1CCCN(CCC(=O)Nc2cc(C)ccc2C)C1 (configuration not stated)	4	0	-4	45	0.3	12	13	-6	-1.1
N#CCCN(CCC#N)C(=O)c1ccc(Cl)cc1	2	0	5	10	0.6	12	-8	11	0.3
C[C@@H]1CN(Cc2nc(-c3cccs3)no2)C[C@H](C)O1	15	0	8	-32	0.4	6	-4	6	3.3

Individual results from the list.
COc1ccc(C)cc1NC(=O)CN(c1ccc(C)cc1)S(C)(=O)=O | NPY-Y1 antag = 9
CCc1nnc(NC(=O)CSc2nnc(CSc3nc(C)cc(C)n3)n2CC)s1 | TRPN1 ag = 1.6
